# Wnt act: Wnt/beta-catenin pathway activation | Wnt/beta-catenin reporter cell assay, activator, plate reader | activation, % at 9.35 µM | 300,000 tested, 1.2% active | AID 743398; in the data active means activation above about 30%, passing the limit was not always enough; inconclusive means no clear call, values can overlap the other calls;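 further: 0% = neutral control wells and 100% = positive control wells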
# DAGLB inhibitor: blocks human DAGLB lipase activity | Q8NCG7 | HEK293T DAGLB membrane lysate, EnzChek fluorogenic substrate | inhibition, % at 5.17 µM | 340,000 tested, 0.059% active | AID 504411; in the data active means inhibition above about 34%;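 further: 0% = enzyme with vehicle and 100% = wells lacking enzyme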
# Target sequence (Q8NCG7 whole entry, looked up): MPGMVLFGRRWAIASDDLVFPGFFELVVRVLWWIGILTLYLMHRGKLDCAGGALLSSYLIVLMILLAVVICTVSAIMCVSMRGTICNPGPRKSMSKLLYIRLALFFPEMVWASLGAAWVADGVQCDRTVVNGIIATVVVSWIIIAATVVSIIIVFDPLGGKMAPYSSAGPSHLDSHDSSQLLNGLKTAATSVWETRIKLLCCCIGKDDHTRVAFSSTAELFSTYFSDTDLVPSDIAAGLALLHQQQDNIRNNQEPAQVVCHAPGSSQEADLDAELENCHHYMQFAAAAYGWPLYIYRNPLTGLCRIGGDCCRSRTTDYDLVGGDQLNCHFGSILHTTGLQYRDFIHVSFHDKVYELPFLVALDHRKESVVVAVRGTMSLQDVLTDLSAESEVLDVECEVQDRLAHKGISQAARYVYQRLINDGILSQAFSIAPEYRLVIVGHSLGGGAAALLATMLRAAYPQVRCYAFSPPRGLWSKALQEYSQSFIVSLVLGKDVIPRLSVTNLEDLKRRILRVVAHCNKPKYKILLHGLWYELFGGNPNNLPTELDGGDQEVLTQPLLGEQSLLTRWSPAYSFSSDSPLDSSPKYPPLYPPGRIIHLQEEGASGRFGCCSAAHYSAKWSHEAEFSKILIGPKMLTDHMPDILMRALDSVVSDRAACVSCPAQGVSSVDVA
# phage Ecoli inh: E. coli growth loss with phage present; inhibition, % at 11.9 µM; growth absorbance; 360,000 tested, 0.26% active; AID 651602; in the data active means inhibition above about 11%
# CAL PDZ inh: blocks peptide binding to human CAL PDZ domain; Q9HD26; purified CAL PDZ, TMR-peptide fluorescence polarization, 1 h; inhibition, % at 20 µM; 330,000 tested, 0.02% active; AID 504414;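 active means highest replicate inhibition of at least 40%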;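 further: plate controls were DMSO neutral control wells for no effect and unlabeled competitor peptide control wells for full effect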
#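 material = purified tagged CAL PDZ domain construct (CerCALP) | compound dosing = 20 µM, one dose | times = 1 h at RT | measured by = fluorescence polarization from S- and P-plane intensities, G-factor corrected | read-out = inhibition from polarization loss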
# PfHsp90 yeast 2: growth inhibition of yeast expressing Plasmodium Hsp90 | 310,000 tested, 0.32% active | AID 504621 | inhibition, % at 9.4 µM | S. cerevisiae expressing PfHsp90, BacTiter-Glo ATP, 48 h; yeast lacking PDR1 and PDR3 efflux regulators;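 active means every replicate shows inhibition above about 80%, whatever the replicate mean, limit read from the data; inconclusive means mean inhibition reaches the set limit but some replicate falls short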;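 further: 0% = DMSO neutral controls and 100% = 20 µM radicicol positive controls; yeast relying on Plasmodium falciparum Hsp90 in place of its own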
# E coli growth: bacterial growth inhibition, counter-screen for AddAB inhibitors. 330,000 tested, 0.27% active. AID 449728. inhibition, % at 11.9 µM. E. coli V3065 growth, OD600 absorbance, 18 h;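 active means inhibition above the campaign's mean inhibition across all tested compounds plus 3 SD, cut at about 9.9% in these data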;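 further: uninfected addAB+ strain grown without phage in ampicillin broth; 0% = DMSO wells and 100% = ciprofloxacin 0.95 µg/ml wells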
# Tat export inh: inhibitors of E. coli Tat protein transport. inhibition, % at 10 µM. E. coli MC4100 TorA-mCherry Tat export, fluorescence. 340,000 tested, 0.036% active;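 active means mean replicate inhibition at least 50% and at least half of replicates individually reaching 50%; inconclusive means only one of the two criteria met; inactive means neither criterion met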;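 further: exported cargo escapes ClpAP degradation while cytoplasmic cargo is degraded and loses fluorescence; 0% = median of neutral control wells and 100% = median of NaSCN control wells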
# PvdQ inh: P. aeruginosa PvdQ acylase inhibition | purified PvdQ acylase, fluorescence plate reader | inhibition, % at 10 µM | AID 488965 | 340,000 tested, 0.063% active; in the data active means inhibition above about 30%, passing the limit was not always enough; inconclusive means no clear call, values can overlap the other calls;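 further: 0% = vehicle neutral wells and 100% = reference inhibitor wells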
# AddAB inh: less growth of phage-infected E. coli with AddAB. E. coli expressing H. pylori AddAB, absorbance growth. inhibition, % at 11.9 µM. 330,000 tested, 0.29% active. AID 435030; in the data active means inhibition above about 12%;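 further: 0% = vehicle wells of infected cells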
# Rtt109 Vps75: inhibitors of Candida albicans Rtt109/Vps75 histone acetyltransferase. AID 540336. purified Rtt109/Vps75, ThioGlo CoA-SH fluorescence, 4 h. Q5AAJ8. 330,000 tested, 0.16% active. inhibition, % at 34.9 µM;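 active means inhibition of at least 50% in every replicate; inconclusive means best replicate reaches 50% inhibition but some replicates fall short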
# Target sequence (Q5AAJ8 whole entry, looked up): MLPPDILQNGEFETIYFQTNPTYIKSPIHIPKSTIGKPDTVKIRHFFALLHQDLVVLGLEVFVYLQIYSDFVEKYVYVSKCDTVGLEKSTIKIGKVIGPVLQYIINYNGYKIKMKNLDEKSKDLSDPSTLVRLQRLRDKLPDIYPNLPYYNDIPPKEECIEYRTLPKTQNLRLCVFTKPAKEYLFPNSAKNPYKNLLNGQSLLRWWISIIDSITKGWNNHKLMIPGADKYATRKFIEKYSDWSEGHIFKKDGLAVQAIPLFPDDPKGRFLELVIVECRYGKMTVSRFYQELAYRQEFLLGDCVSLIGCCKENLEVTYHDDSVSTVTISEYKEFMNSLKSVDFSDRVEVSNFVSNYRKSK
# Starred values were filed as active, the others as inactive; ? = inconclusive; · = no result given.
entry | SMILES | Wnt act | DAGLB inhibitor | phage Ecoli inh | CAL PDZ inh | PfHsp90 yeast 2 | E coli growth | Tat export inh | PvdQ inh | AddAB inh | Rtt109 Vps75
1 | COC(=O)c1ccc(C(=O)OCCCc2nc3ccc(N)cc3[nH]2)cc1 | -2 | -1 | 1.3 | 0.8 | 16 | -2.9 | -3 | 2 | -1.6 | -3
2 | COc1ccc(-n2c(CNC(=O)COc3ccc(Cl)cc3)n[nH]c2=S)cc1 | 1 | 0 | 1.7 | 0.3 | 11 | -2.1 | -3 | 1 | 1.9 | 11
3 | COCCNC(=O)Nc1ccc2c(c1)N(C)C(=O)c1ccccc1S2 | -1 | 0 | -0.6 | -1.3 | 18 | -2.2 | -4 | 5 | 2.7 | -11
4 | CCOC(=O)N1CCC(c2[nH][nH]c(=O)c2C)CC1 | 0 | 0 | 4.0 | · | -17 | -0.3 | -2 | -16 | 0.7 | -7
5 | CCCCC(CC)CN1CN(CC(CC)CCCC)CC(C)(N)C1 (configuration not stated) | -2 | 1 | 1.3 | -0.1 | -7 | · | -2 | -10 | · | -4
6 | O=C(N/N=C/c1cc([N+](=O)[O-])ccc1O)c1cccc2ccccc12 | 0 | 14 | 2.3 | -3.2 | 19 | 4.1 | 0 | -17 | 1.8 | -2
7 | CCN(CC(=O)Nc1c(C(=O)OC)[nH]c2ccc(Cl)cc12)c1ccc2c(c1)OCO2 | · | 0 | 2.4 | 0.9 | -18 | 1.8 | 1 | 0 | -0.6 | 10
8 | CCOC(=O)N1CCN(C(=O)c2ccc3c(c2)N(Cc2ccc(C)cc2)CCS3)CC1 | 3 | -7 | 3.0 | -1.3 | · | 4.4 | 3 | 2 | 0.3 | 5
9 | Cc1ccc(S(=O)(=O)Nc2ccnc(-c3cccnc3)n2)cc1 | -1 | 0 | 4.5 | · | -22 | 1.3 | ? | -8 | 4.5 | -5
10 | Cc1ccccc1OCCn1c(S(=O)(=O)O)nc2c(N)ncnc21 | -3 | -1 | -1.5 | -0.2 | -23 | 1.9 | -9 | -16 | -0.8 | 5
11 | Cc1ccc(C)c(NC(=O)c2cc(=O)c3ccccc3o2)c1 | 7 | -2 | 0.9 | -1.3 | 22 | 0.6 | -6 | 1 | 0.8 | 2
12 | O=[N+]([O-])c1ccccc1/C=N/NC1=NCCN1 | 6 | -5 | 4.1 | -0.1 | 3 | 1.7 | -1 | 1 | 2.5 | 0
13 | O=C(COC(=O)Cc1ccccc1F)Nc1ccc(F)cc1F | -1 | -1 | 2.0 | -3.4 | · | 0.6 | -11 | -7 | -0.3 | -19
14 | N#C/C(=C/c1ccncc1)c1nc2ccccc2c(=O)[nH]1 | 0 | 4 | 0.0 | -4.7 | 7 | -0.3 | -3 | -6 | 0.4 | -7
15 | O=C(NNC(=S)NCc1ccccc1)c1cccnc1 | 2 | -2 | 0.6 | -0.8 | -17 | -0.2 | 1 | -8 | -0.8 | -2
16 | O=C(NCC1CCC(C(=O)O)CC1)OCc1ccccc1 (configuration not stated) | -1 | -1 | 3.0 | -0.5 | -47 | 1.7 | 2 | -18 | 1.1 | 7
17 | O=C(Nc1ncc(Cc2cccc(Cl)c2)s1)c1cccs1 | · | 2 | 0.2 | -1.8 | -17 | -4.9 | 23 | -8 | -0.3 | 3
18 | CCSc1nnc(NC(=O)C2CCCCC2C(=O)OCC(F)(F)C(F)F)s1 (configuration not stated) | · | 4 | 0.6 | 1.0 | -9 | -0.6 | 0 | -14 | 0.2 | 0
19 | CC1CCCN(S(=O)(=O)c2cnc[nH]2)C1 (configuration not stated) | -1 | 1 | 1.1 | -2.3 | -12 | 3.0 | 1 | -22 | 3.0 | -9
20 | Cc1ccc(NC(=O)c2nc[nH]c2C(=O)NCCN(CCNC(=O)c2[nH]cnc2C(=O)Nc2ccc(C)cc2)CCNC(=O)c2[nH]cnc2C(=O)Nc2ccc(C)cc2)cc1 | -10 | 0 | 1.2 | 0.1 | -32 | -1.1 | 2 | -5 | 0.9 | 1
21 | CC(C)[C@H](NC(=O)c1ccccc1F)C(=O)OCC(=O)Nc1sccc1C(N)=O | -3 | 1 | 0.5 | -2.2 | 3 | 1.7 | -4 | -8 | 0.2 | 2
22 | O=C(c1cccc(N2C(=O)C3C4C=CC(C4)C3C2=O)c1)N1CCCCCC1 (configuration not stated) | · | 1 | 2.1 | · | 8 | -0.5 | -2 | -15 | 1.4 | 4
23 | O=C(NCc1ccco1)c1ccc(Cn2cc([N+](=O)[O-])cn2)o1 | · | 2 | 3.9 | -1.0 | -1 | -1.2 | -11 | 9 | 0.4 | 5
24 | NC(Cc1ccc(O)cc1)c1cn([C@@H](CCC(=O)O)C(=O)N2CCNCC2)nn1 (some centres not stated) | -1 | -2 | 4.0 | 0.2 | 1 | -0.3 | -2 | 1 | 2.9 | 7
25 | CCc1ccc(C(=O)NNc2ccc(F)cc2F)cc1 | 2 | -1 | -2.9 | -1.2 | 17 | -0.4 | -8 | -11 | 1.8 | -5

# No new results follow: an excerpt of the list.
entry | SMILES | Wnt act | DAGLB inhibitor | phage Ecoli inh | CAL PDZ inh | PfHsp90 yeast 2 | E coli growth | Tat export inh | PvdQ inh | AddAB inh | Rtt109 Vps75
15 | O=C(NNC(=S)NCc1ccccc1)c1cccnc1 | 2 | -2 | 0.6 | -0.8 | -17 | -0.2 | 1 | -8 | -0.8 | -2
16 | O=C(NCC1CCC(C(=O)O)CC1)OCc1ccccc1 (configuration not stated) | -1 | -1 | 3.0 | -0.5 | -47 | 1.7 | 2 | -18 | 1.1 | 7
17 | O=C(Nc1ncc(Cc2cccc(Cl)c2)s1)c1cccs1 | · | 2 | 0.2 | -1.8 | -17 | -4.9 | 23 | -8 | -0.3 | 3
18 | CCSc1nnc(NC(=O)C2CCCCC2C(=O)OCC(F)(F)C(F)F)s1 (configuration not stated) | · | 4 | 0.6 | 1.0 | -9 | -0.6 | 0 | -14 | 0.2 | 0
19 | CC1CCCN(S(=O)(=O)c2cnc[nH]2)C1 (configuration not stated) | -1 | 1 | 1.1 | -2.3 | -12 | 3.0 | 1 | -22 | 3.0 | -9

# (cont.)
entry | SMILES | Wnt act | DAGLB inhibitor | phage Ecoli inh | CAL PDZ inh | PfHsp90 yeast 2 | E coli growth | Tat export inh | PvdQ inh | AddAB inh | Rtt109 Vps75
26 | CC(=O)N1CCN(c2ccc(NC(=O)c3ccc4c(c3)OCCO4)cc2Cl)CC1 | 1 | 3 | 1.6 | -0.6 | -36 | -0.1 | -1 | -11 | 0.3 | 11
27 | O=C(CSc1nc(O)c(C2CCCCC2)c(=O)[nH]1)Nc1ccc(F)cc1 | 1 | 1 | 4.5 | -1.0 | -5 | 1.4 | 4 | -17 | 4.1 | 22
28 | CC1(C)CC(n2c(NCCO)nc3c(c2=O)C2(CCCC2)Cc2ccccc2-3)CCO1 (configuration not stated) | -1 | -1 | 1.0 | -1.7 | -9 | 0.9 | 12 | 3 | -1.6 | 27
29 | Cc1ccc(N(C(=O)CC2NC(=O)NC2=O)C2(C(=O)NC3CCCC3)CCCCC2)cc1 (configuration not stated) | · | 1 | 1.6 | -0.5 | -15 | -2.4 | 0 | 6 | -0.5 | -7
30 | CCOC(=O)c1c(C)[nH]c(C)c1S(=O)(=O)N(C)CC(=O)Nc1cccc(C)n1 | -3 | 1 | 2.0 | -0.9 | 2 | 0.6 | -5 | 2 | -0.8 | -2
31 | Cn1c(Br)nc2c1c(=O)n(CC(O)COc1ccccc1)c(=O)n2C (configuration not stated) | 1 | 1 | -0.2 | 0.4 | -49 | 3.2 | 3 | -6 | 4.3 | -7
32 | O=C(N/N=C/c1ccc(OC(=O)c2ccccc2Cl)cc1)c1ccccn1 | · | 0 | · | 0.2 | -5 | 2.5 | -4 | -11 | 0.2 | 0
33 | O=C(COC(=O)c1cccnc1)Nc1ccc(F)cc1 | -1 | 0 | 2.1 | 0.9 | 5 | -0.6 | -1 | -10 | 2.3 | -11
34 | O=C(COc1ccc(F)cc1F)NNC(=O)Nc1cccc([N+](=O)[O-])c1 | -2 | 2 | -0.9 | -1.3 | -15 | -0.3 | -2 | -18 | 0.3 | -11
35 | O=C(CCCn1c(=S)[nH]c2cc3c(cc2c1=O)OCO3)NCc1cccc(Cl)c1 | -2 | 5 | 0.2 | -0.2 | -7 | 0.6 | 4 | -12 | 1.3 | -1
36 | Cc1ccccc1Oc1ccc(S(=O)(=O)NCCC(=O)O)cc1 | · | 3 | 4.5 | -0.9 | · | -1.9 | 1 | 2 | 0.7 | 5
37 | CC(=O)N1CCN(CC(O)COc2ccc(OCc3ccccc3)cc2)CC1 (configuration not stated) | 0 | 4 | 3.6 | -3.9 | -17 | -0.2 | 5 | 2 | 0.6 | 1
38 | Cc1ccc(CNC(=O)C2CCCN(c3nn4c(=O)cc(C)nc4s3)C2)cc1 (configuration not stated) | -1 | 1 | 2.5 | -0.1 | -43 | -1.6 | -6 | -6 | -1.2 | -2
39 | CSc1ccccc1C(=O)C1CCCN(S(=O)(=O)c2c(C)noc2C)C1 (configuration not stated) | -2 | 1 | 2.5 | -1.8 | 8 | -0.9 | -1 | -15 | 1.0 | 0
40 | COC(=O)c1ccc(-c2nc(O)c3cnccn23)cc1 | · | -2 | 4.6 | 0.2 | -11 | 0.8 | -3 | -11 | 3.1 | 1
41 | CN(C)S(=O)(=O)c1cccc(C(=O)Nc2cc(S(=O)(=O)N3CCOCC3)ccc2O)c1 | 5 | 0 | 2.9 | -2.3 | 16 | · | -8 | -12 | · | 3

# Individual results from the results shown:
# `Cc1ccc(S(=O)(=O)Nc2ccnc(-c3cccnc3)n2)cc1` in E coli growth shows 1.3
# `Cc1ccc(NC(=O)c2nc[nH]c2C(=O)NCCN(CCNC(=O)c2[nH]cnc2C(=O)Nc2ccc(C)cc2)CCNC(=O)c2[nH]cnc2C(=O)Nc2ccc(C)cc2)cc1` in E coli growth shows -1.1
# `Cn1c(Br)nc2c1c(=O)n(CC(O)COc1ccccc1)c(=O)n2C` (configuration not stated) in PvdQ inh shows -6
# `O=C(COC(=O)Cc1ccccc1F)Nc1ccc(F)cc1F` in phage Ecoli inh shows 2.0

# Compounds as they come; overall some 1.9% were active at least once.
